Polio RdRp inh – poliovirus RdRp elongation inhibitors, primary screen, biochemical, fluorescence polarization, total intensity | 150,000 tested, 0.66% active | % elongation, % (compound at 16.7 µg/mL) | AID 588519, 2011 | Genome polyprotein (Poliovirus type 1 (strain Mahoney)), P03300 | poliovirus polymerase elongation; active compounds read low; in the data active = % elongation below about 90%; note: some results filed as inactive read as strong as hits
Target sequence (P03300 1749-2209 limits assumed): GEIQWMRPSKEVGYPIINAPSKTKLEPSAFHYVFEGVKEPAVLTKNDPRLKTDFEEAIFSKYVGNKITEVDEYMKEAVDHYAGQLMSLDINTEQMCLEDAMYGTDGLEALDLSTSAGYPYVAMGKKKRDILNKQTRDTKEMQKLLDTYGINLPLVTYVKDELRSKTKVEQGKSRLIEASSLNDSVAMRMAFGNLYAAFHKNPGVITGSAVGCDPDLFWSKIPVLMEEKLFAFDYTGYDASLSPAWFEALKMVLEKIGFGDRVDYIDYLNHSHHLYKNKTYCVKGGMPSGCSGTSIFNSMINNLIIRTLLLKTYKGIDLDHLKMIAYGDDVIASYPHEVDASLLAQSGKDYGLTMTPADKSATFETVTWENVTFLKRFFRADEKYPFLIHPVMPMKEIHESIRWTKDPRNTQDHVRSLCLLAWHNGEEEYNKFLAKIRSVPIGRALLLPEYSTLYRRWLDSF
Polio RdRp inh FP z-score – further read-out of Polio RdRp inh, marked with its call; z-score; measured here: FP z-score; hits read low
An asterisk follows results filed as active.

SMILES	Polio RdRp inh	Polio RdRp inh FP z-score
Cc1cc(C)n(-c2nc3ccccc3nc2N2CCN(c3cccc(C)c3C)CC2)n1	102.0	-0.8
N#CCCn1c(SCC(=O)Nc2ccc(S(=O)(=O)N3CCCCC3)cc2)nc2ccccc21	102.0	0
O=C(OCc1cc(Cl)cc2c1OCOC2)c1c[nH]c2ccccc12	105.0	0.7
O=C1CCCS(=O)(=O)CC1	101.0	-0.2
Cc1ccc2oc(-c3cccc(Br)c3)nc2c1	104.0	0.6
CCc1ccccc1N/C=C(\C#N)c1nc2ccccc2[nH]1	102.0	0.2
COc1cccc(CN2C(=O)CN(C3CCCCC3)C(=O)C2c2ccc(OC)c(OC)c2)c1 (stereo not given)	100.0	-1.7
COC(=O)CN(c1ccc(C(C)C)cc1)S(C)(=O)=O	102.0	0.2
COc1ccc(-n2ccn(Cc3ccccc3Cl)c(=O)c2=O)cc1OC	112.0	1.1
CCc1ccc(NC(=O)c2cnc(SC)nc2C)cc1	104.0	0.4
CCCc1cc(C(=O)Nc2cccc(C(F)(F)F)c2)no1	101.0	0
CCOC(=O)c1c(NC(=O)COc2ccc(C(C)(C)C)cc2)sc2c1CCCC2	104.0	0.1
Nc1nonc1-c1nc2ccccc2n1Cc1ccc(Br)cc1	113.0	1.8
O=c1[nH]c(O)c(C=NCCSCc2cccs2)c(=O)[nH]1	71.0	-4.7
Cc1ccc(-n2ccn(CC(=O)c3ccc(F)cc3)c(=O)c2=O)cc1C	102.0	-0.9
Nn1cc(-c2ccccc2)nc1SC(F)F	103.0	0.1
Cc1cc(Cl)ccc1OCC(=O)N1N=C(C(F)F)CC1(O)C(F)F (stereo not given)	104.0	0.3
CCC(=O)N1CCCc2cc(S(=O)(=O)N3CCC(C(=O)Nc4ccc(C#N)cc4)CC3)ccc21	105.0	-0.4
CCc1ccc(NC(=O)Cc2cccs2)cc1	110.0	1.1
CNCC(O)COc1cccc(OC)c1 (stereo not given)	103.0	-0.1
CSc1ccccc1NS(=O)(=O)c1ccccc1	99.0	-0.8
CN(C)c1ccc(CNC(=O)C2CCN(S(=O)(=O)c3cn(C)cn3)CC2)cc1	111.0	1.2
CN(Cc1ccccc1)C(=O)CN(C1CCCCC1)S(C)(=O)=O	101.0	0.1
COc1ccccc1CN1C(=O)CN(C2CCCCCC2)C(=O)C1c1ccc(F)cc1 (stereo not given)	109.0	0
Cc1c(C(=O)N2CCC(C(N)=O)CC2)oc2ccc(Br)cc12	104.0	0.3
COc1cccc(CNC(=O)CCc2nc(-c3ccc(C)cc3)no2)c1	105.0	-0.2
COc1ccc(NC(=O)CCCS(=O)(=O)c2nc(-c3ccccc3OC)cc(C(F)(F)F)n2)c(OC)c1	104.0	0
O=S(=O)(NCC1CCCO1)c1ccc(Br)cc1 (stereo not given)	109.0	0.6
Cc1ccc2nc(C(F)(F)F)[nH]c2c1	106.0	0.4
Cn1c(=O)n(C)c2cc(CN)ccc21	102.0	0.1
CC(C)(C)NCC(O)c1ccccc1Cl (stereo not given)	102.0	0.4
CCOC(=O)N1CCN(S(=O)(=O)N2CCCC(C(=O)NCCC(C)C)C2)CC1 (stereo not given)	101.0	0.3
Cc1ccccc1NC(=O)CCc1c(C)nn(-c2ccc(N3CCCCC3)nn2)c1C	104.0	-0.3
O=C1c2ccccc2C(=O)c2c1oc1c3c(ccc21)OCN(C1CCS(=O)(=O)C1)C3 (stereo not given)	87.0*	-1.6*
Cc1cc(C)cc(OCC(=O)NCc2ccc3c(c2)OCO3)c1	100.0	0.1
CCc1ccc(C2=CC(c3cccc(OC)c3OC)n3c(nc4ccccc43)N2)cc1 (stereo not given)	105.0	0.2
Cc1cccc(CCNC(=O)c2sc3nc4n(c(=O)c3c2C)CCCC4)c1	110.0	0.6
N#Cc1ccc(C=Nc2ccc(S(N)(=O)=O)cc2)cc1	102.0	-0.1
CCOC(=O)c1cnc2cc(Cl)c(F)cc2c1N1CC(C)OC(C)C1 (stereo not given)	99.0	-0.9
N#Cc1ccc(-c2cccnc2)n(CC(=O)N2CC(=O)Nc3ccccc32)c1=O	101.0	0
Cc1ccc(CNc2ncnc3c2nnn3C)cc1	110.0	0.5
COC(=O)c1cccc(NC(=O)Cc2cccs2)c1C	99.0	-0.3
COc1ccc(/C=C2\SC(=O)N(C)C2=O)c2ccccc12	100.0	0.1
COc1ccccc1NC(c1ccc(Cl)cc1)c1nnc(-c2cccc(F)c2)o1 (stereo not given)	108.0	0.8
COc1cc2[nH]c(=S)nc(NCCC(C)C)c2cc1OC	101.0	-0.3
COCC(C)NC(=S)Nc1ccc(F)cc1 (stereo not given)	108.0	0.1
Oc1ccc(-c2nnc(SCC3CCCCC3)o2)cc1	103.0	0.4
CN(C)c1cc(NCCN2CCCCC2)c2c3c(onc13)-c1ccccc1C2=O	75.0	-4.3
Cc1cc(C)c2c(=O)n(CC(=O)NCCc3ccc(Cl)cc3)sc2n1	105.0	1.5
CC1(C)CC(=O)C(C=NC23CC4CC(CC(C4)C2)C3)=C(O)C1	101.0	0.3
CCOC(=S)SCc1nc2ccccc2c(=O)n1-c1ccccc1	101.0	0.1
Cc1ccc(N2C(=O)NC(NS(=O)(=O)c3ccc(Cl)cc3)(C(F)(F)F)C2=O)cc1C (stereo not given)	98.0	-0.5
O=C(Nc1ccc(C(F)(F)F)cc1)C1CCCN(S(=O)(=O)c2cccc3cccnc23)C1 (stereo not given)	104.0	0
CCOC(=O)c1ccc(NC(=O)Cn2ncc3ccccc32)cc1	103.0	0.4
O=C(Cn1ncc2c3ccccc3n(Cc3ccccc3F)c2c1=O)NC1CC1	100.0	-0.8
COc1ccc(-c2cc(C(=O)Nc3sc4c(c3C(N)=O)CCC(C)C4)no2)cc1 (stereo not given)	103.0	0
Cc1cc(Cl)ccc1NC(=O)CCn1nc(C)c2c(C)n(-c3ccccc3)nc2c1=O	100.0	-1.6
Cc1ccccc1C(=O)Nc1cc2c(cc1N1CCCCC1)n(C)c(=O)n2C	104.0	-0.1
COc1ccc(N2CCN(C(=O)c3sc4ncn(CC(=O)N5CCCCC5)c(=O)c4c3C)CC2)cc1	100.0	0
Cc1ccc(S(=O)(=O)c2cnc(SC(C)C(=O)Nc3ccccc3)[nH]c2=O)cc1 (stereo not given)	104.0	-0.1

Sorted by formula weight (falling): some entries from above
SMILES	Polio RdRp inh	Polio RdRp inh FP z-score
Cc1ccc(N2C(=O)NC(NS(=O)(=O)c3ccc(Cl)cc3)(C(F)(F)F)C2=O)cc1C (stereo not given)	98.0	-0.5
Cc1cc(Cl)ccc1NC(=O)CCn1nc(C)c2c(C)n(-c3ccccc3)nc2c1=O	100.0	-1.6
COc1ccc(-c2cc(C(=O)Nc3sc4c(c3C(N)=O)CCC(C)C4)no2)cc1 (stereo not given)	103.0	0
O=C(Cn1ncc2c3ccccc3n(Cc3ccccc3F)c2c1=O)NC1CC1	100.0	-0.8
Cc1ccccc1C(=O)Nc1cc2c(cc1N1CCCCC1)n(C)c(=O)n2C	104.0	-0.1
CCOC(=S)SCc1nc2ccccc2c(=O)n1-c1ccccc1	101.0	0.1

(listing goes on)
SMILES	Polio RdRp inh	Polio RdRp inh FP z-score
COc1ccc(C2C(C(=O)NCc3ccccn3)c3cc(OC)c(OC)cc3C(=O)N2C)cc1OC (stereo not given)	98.0	-0.3
O=C(Nc1ccc(-c2cc3ccccc3o2)cc1)C1CC1	102.0	0
Cc1ccc(C)n1-c1ccc(NC(=O)c2ccccc2)cc1	102.0	-0.2
CC1=NOC(=O)/C1=C/c1ccc(N2CCOCC2)cc1	101.0	0
N#CCCNCc1ccco1	102.0	0.2
O=C(NCc1nc(-c2ccc(C(F)(F)F)cc2)no1)c1ccccc1C(F)(F)F	103.0	0.5
O=C1C2(c3ccccc3)CN(CCCO)CC1(c1ccccc1)CN(CCCO)C2	103.0	0.3
CCn1cc(CCCC(=O)N2CCC3(CC2)OCCO3)c2ccccc21	102.0	0.3
CC(C)(C)OC(=O)N1CCC(CNC(=O)c2ccno2)CC1	103.0	-0.1
Cc1sc2ncnc(Sc3ncnc4sccc34)c2c1C	100.0	-0.4
CCc1ccc2c(c1)C(NC(C)=O)C(=O)N2C (stereo not given)	100.0	-0.3
Cn1cc(-c2cc3n(n2)CCC(=O)N3CCCC(=O)NCc2ccc(Cl)cc2)c2ccccc21	107.0	0.1
CCOc1ccccc1N1CCN(CC(=O)Nc2ccc3c(c2)OC(F)(F)O3)CC1	102.0	-0.1
Cc1ccc2c(Sc3ccccc3)c(C(=O)NCc3ccccc3F)[nH]c2c1	112.0	1
Cc1cc(C)c(C(=O)COC(=O)C2=NNC(=O)CC2)c(C)c1	98.0	-0.8
Cc1nnc(SCC(=O)NC2CCCCC2)[nH]c1=O	103.0	0.5
COc1ccc(C(=O)CN2CCN(S(=O)(=O)c3ccc(C(C)C)cc3)CC2)cc1	109.0	0.5
C[N+](C)(CCOc1ccccc1)Cc1ccccc1 (tested in a mixture with another compound)	103.0	0.3
O=C1CCC(=O)c2oc3ccccc3c2N1	102.0	0.1
CN(C)C(=O)CSc1nc(SCC(=O)N(C)C)n(-c2ccccc2)n1	100.0	-0.3
Cc1cccc2cc(CN(Cc3ccccc3)C(=O)c3ccccc3)c(=O)[nH]c12	103.0	0
CN(C)S(=O)(=O)c1ccc(C(=O)OCC(=O)NCc2ccccc2)cc1	108.0	0.4
CC(O)CNC1CCCC(C)C1 (stereo not given)	103.0	0.4
CSc1sc(C(=O)Sc2ccccc2)cc1S(=O)(=O)C(C)C	82.0*	-5.7*

Some of the entries so far, with two lines to a compound.
Values in the order – Polio RdRp inh	Polio RdRp inh FP z-score
- Cc1ccc2c(Sc3ccccc3)c(C(=O)NCc3ccccc3F)[nH]c2c1
  112.0	1
- CN(C)C(=O)CSc1nc(SCC(=O)N(C)C)n(-c2ccccc2)n1
  100.0	-0.3

Whole records from above. Order of screens: Polio RdRp inh, Polio RdRp inh FP z-score
Listed for COc1cccc(CN2C(=O)CN(C3CCCCC3)C(=O)C2c2ccc(OC)c(OC)c2)c1 (stereo not given) = 100.0, -1.7
Listed for CCOC(=O)c1cnc2cc(Cl)c(F)cc2c1N1CC(C)OC(C)C1 (stereo not given) = 99.0, -0.9
Listed for COc1cccc(CNC(=O)CCc2nc(-c3ccc(C)cc3)no2)c1 = 105.0, -0.2
Listed for Cc1sc2ncnc(Sc3ncnc4sccc34)c2c1C = 100.0, -0.4

Later entries:
SMILES	Polio RdRp inh	Polio RdRp inh FP z-score
COc1ccccc1CNC(=O)C1CCN(c2nc3ccc(Cl)cc3[nH]2)CC1	107.0	-0.1
CCOc1ccc(NC(=O)CSc2oc(-c3ccccc3)nc2S(=O)(=O)c2ccc(Cl)cc2)cc1	103.0	-0.7
O=C(N1CCOCC1)C1(c2ccc(Cl)cc2)CCCC1	101.0	-0.1
Cc1[nH]c2ccccc2c1CN1CCC(Cc2ccccc2)CC1	100.0	-0.3
Nc1ncnc2c1ncn2CCO	105.0	0.2
COC(=O)c1ccc(NC(=S)N(C(C)C)C(C)C)cc1	102.0	0
Cc1ccc(CN(C(=O)COc2ccc(Cl)c(C)c2)c2ccccn2)o1	103.0	-0.3
Cc1ccc(C)c(CSc2ccc3nnc(CCNS(=O)(=O)c4ccccc4)n3n2)c1	109.0	0.4
COc1ccc(NC(=O)OCC23COCN2COC3)cc1	103.0	0
Cc1ccc(-c2c(C(=O)NCc3ccc(F)cc3)oc(=O)c3ccccc23)cc1	113.0	1.1
CN(Cc1ccccc1)S(=O)(=O)c1ccc2c(c1)CCN2C(=O)C1CC1	102.0	-0.2
COc1ccc(C2OCC(CO)(CO)CO2)cc1	99.0	-1.2
O=C(NCc1ccco1)C1C2C3CCC(C3)C12 (stereo not given)	99.0	-0.7
CCOc1ccc(S(=O)(=O)N(CC(=O)Nc2ccc(OC)cc2OC)c2ccccc2)cc1	107.0	0.8
Cn1cc(C#N)c2ccccc21	102.0	0
Cc1ccc(Nc2nc3nonc3nc2Nc2cccc(C(F)(F)F)c2)cc1Cl	105.0	-0.2
O=C(Cn1cc(C(F)(F)F)cc(Cl)c1=O)Nc1ncccn1	106.0	0.2
CCN(CC)CCNC(=O)CSc1nc2nc(C)c(Cc3ccccc3)c(C)n2n1	109.0	1.1
COc1ccccc1/C=C/C1C(C(=O)OCC(C)C)=C(C)N=C2SCCC(=O)N21 (stereo not given)	101.0	-0.2
COc1ccccc1CNC(=O)C1CCN(Cc2cc3ccccc3n2Cc2cccc(C)c2)CC1	102.0	-1.2
Cc1nc(SC(C)C(=O)Nc2ccccc2C)cc(-c2ccccc2)n1 (stereo not given)	109.0	0.6
Fc1ccc(-c2nc(-c3ccc(C(F)(F)F)cc3)no2)c(Cl)c1	105.0	0.2
CCC(Oc1ccccc1)C(=O)N1CCC(C(N)=O)CC1 (stereo not given)	100.0	0
CCOC(=O)C1=C(SCC)c2ccc(-c3ccccc3)n2C1=O	103.0	-0.1
O=C(NCc1cccc(Cl)c1)c1cnc(N2CCCCC2)c2ccccc12	111.0	0.9
COc1ccc(C(=O)On2c(-c3ccccc3)cc3ccccc32)cc1	101.0	-0.1
Cc1ccc(OCC(=O)Nc2nnc(S(=O)(=O)N3CCc4ccccc43)s2)cc1	114.0	1.3
O=C(O)C1C2C=CC3(CN(C(c4ccccc4)c4ccccc4)C(=O)C13)O2 (stereo not given)	101.0	-0.6
CCc1nnc(N2CCN(c3ncnc4c3oc3ccccc34)CC2)s1	102.0	0.1
COc1ccc(OC)c(CCNC(=O)CCCn2c(=O)c3cccn3c3ccc(F)cc32)c1	114.0	1.2
O=C(Nc1ccc(Br)cc1F)c1cc2nc(-c3ccco3)cc(C(F)(F)Cl)n2n1	108.0	1
Cc1csc(NC(=O)CC(C)(C)C)n1	103.0	0.1
CN(C)c1ccc(/C=C/C(O)=C2/C(=O)N(C)C3(C)CC2c2ccccc2O3)cc1 (stereo not given)	113.0	5.4
CCOC(=O)c1ccc(Nc2cc(C)nc(C)c2C(=O)OCC)cc1	100.0	-0.4
CCOc1ccc(NC(=O)C2CC=CCC2C(=O)OC(C)CC)cc1 (stereo not given)	104.0	0.2

Source: PubChem BioAssay (ICCB-Longwood Screening Facility, Harvard Medical School)

An excerpt; the hit share may differ from the screen's.
